# ATG4B inhibitor: ATG4B protease inhibitors, primary screen, biochemical, fluorescence, uHTS. Cysteine protease ATG4B (Homo sapiens), Q9Y4P1. ATG4B cleavage of LC3-PLA2, NBD-HPC fluorescence, 1 h. inhibition, % at 8.33 µM. 340,000 compounds, 0.51% hits. AID 504462, 2011; in the data active = inhibition above about 40%
# APJ ag: agonists of human apelin receptor APJ, primary screen, CHO-K1 cells, PathHunter beta-arrestin, luminescence. 330,000 compounds, 0.11% hits. AID 2520, 2010. activation, % at 20 µM. P35414. 0% DMSO wells, 100% apelin;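 active = activation more than six SD over the plate average, tested at 20 µM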;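 also: 0% = DMSO alone and 100% = apelin-13 at 10 nM; some results filed as inactive read as strong as hits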
# Target sequence (P35414 whole entry, looked up): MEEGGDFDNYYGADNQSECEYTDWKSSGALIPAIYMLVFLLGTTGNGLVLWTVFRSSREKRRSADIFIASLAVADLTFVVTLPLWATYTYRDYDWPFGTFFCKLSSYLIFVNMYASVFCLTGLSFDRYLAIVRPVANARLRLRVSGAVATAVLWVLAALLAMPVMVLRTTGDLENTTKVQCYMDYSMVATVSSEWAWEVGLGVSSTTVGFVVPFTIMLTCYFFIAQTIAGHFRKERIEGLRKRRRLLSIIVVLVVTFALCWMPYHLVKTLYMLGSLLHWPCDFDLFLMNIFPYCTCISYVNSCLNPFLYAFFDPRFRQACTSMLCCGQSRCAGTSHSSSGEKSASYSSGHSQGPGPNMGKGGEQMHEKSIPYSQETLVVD
#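 Test system – PathHunter CHO-K1 APJ (AGTRL-1) beta-arrestin reporter cells · Input – 1000 cells/well · Compound – single test compound dose, 20 µM final, 1% DMSO · Times – compound stimulation 90 min at 25 °C, detection 60 min · Technique – beta-gal luminescence · Read-out basis – APJ–arrestin association signal · Control set – negative DMSO alone, positive Apelin-13 at 10 nM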
# CXCR6 block: CXCR6 receptor inhibitors, primary screen, cell-based, beta-arrestin, luminescence, CHO-K1 PathHunter, 1536-well; C-X-C chemokine receptor type 6 (Homo sapiens), O00574; inhibition, % at 20 µM; 360,000 compounds, 0.36% hits; AID 602244, 2012; in the data active = inhibition above about 34%, passing the limit was not always enough;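 also: antagonist mode with CXCL16 agonist at 10 nM final; 0% = 10 nM CXCL16 with DMSO and 100% = unstimulated wells without agonist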
# APJ antag: antagonists of human apelin receptor APJ, primary screen, CHO-K1 cells, beta-arrestin complementation, luminescence; P35414; 330,000 compounds, 0.32% hits; inhibition, % at 20 µM;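 active = inhibition above about 40% at 20 µM, limit read from the data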;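 also: cells challenged with 10 nM apelin-13 agonist together with compound; plate controls were apelin-13 plus DMSO wells for no effect and DMSO wells lacking apelin-13 for full effect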
# UBC13 polyUb: UBC13 polyubiquitin chain formation inhibitors, primary screen, biochemical, TR-FRET, uHTS; 330,000 compounds, 0.47% hits; inhibition, % at 20 µM; in the data active = inhibition above about 45%, passing the limit was not always enough; inconclusive = no clear call, values can overlap the other calls
# Target sequence (P61088 whole entry, looked up): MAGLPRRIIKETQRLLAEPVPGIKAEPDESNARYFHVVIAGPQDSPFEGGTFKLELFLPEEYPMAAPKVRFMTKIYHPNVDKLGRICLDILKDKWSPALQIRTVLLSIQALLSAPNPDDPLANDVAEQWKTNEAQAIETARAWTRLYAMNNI
# EBI2 block: EBI2 receptor antagonists, beta-arrestin recruitment, primary screen, cell-based, luminescence, 7a,25-OHC stimulation, uHTS; G-protein coupled receptor 183 (Homo sapiens), P32249; 7a,25-OHC stimulated; inhibition, % at 5 µM; 360,000 compounds, 0.81% hits; in the data active = inhibition above about 38%;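 also: enzyme fragment complementation signal reports receptor beta-arrestin coupling in cells; 0% = agonist plus DMSO wells and 100% = wells without agonist; some results beyond the cut were filed as inactive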
# Gli-Sufu antag: Gli-Sufu pathway antagonists, primary screen, luciferase luminescence, Sufu-KO-LIGHT cells, uHTS | Sufu-KO-LIGHT fibroblasts, Gli luciferase reporter luminescence | inhibition, % at 5 µM | 340,000 compounds, 0.74% hits | AID 588413, 2011;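 active = inhibition above about 55%, limit read from the data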;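 also: 0% = DMSO-treated cells and 100% = wells with medium but no cells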
# CCR6 antag: CCR6 receptor antagonists, primary screen, cell-based, CHO-K1, luminescence, beta-arrestin, uHTS; inhibition, % at 20 µM; CHO-K1 CCR6 PathHunter beta-arrestin, CCL20-stimulated; C-C chemokine receptor type 6 (Homo sapiens), P51684; 340,000 compounds, 0.49% hits;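 active = compounds whose inhibition of the agonist-driven luminescence signal at 20 µM reaches about 50%, limit read from the data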;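 also: cells stimulated with CCL20 at 14 nM final; plate controls were DMSO with CCL20 for no effect and DMSO without agonist for full effect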
# Target sequence (P51684 whole entry, looked up): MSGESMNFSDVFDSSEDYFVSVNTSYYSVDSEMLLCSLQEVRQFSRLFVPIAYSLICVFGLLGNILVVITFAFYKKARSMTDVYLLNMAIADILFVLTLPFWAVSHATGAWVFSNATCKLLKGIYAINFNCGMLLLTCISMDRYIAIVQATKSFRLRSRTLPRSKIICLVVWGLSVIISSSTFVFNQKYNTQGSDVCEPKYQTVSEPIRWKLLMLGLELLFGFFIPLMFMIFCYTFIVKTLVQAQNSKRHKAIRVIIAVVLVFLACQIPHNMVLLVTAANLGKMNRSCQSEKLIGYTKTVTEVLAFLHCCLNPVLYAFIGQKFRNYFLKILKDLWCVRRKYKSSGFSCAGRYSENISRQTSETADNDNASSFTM
# Starred values were filed as active, the others as inactive; ? = inconclusive; . = no result given; & = joins results of further samples. Not a hit list, and some 3% of all compounds hit somewhere here.
SMILES,EBI2 block,CXCR6 block,APJ ag,UBC13 polyUb,APJ antag,CCR6 antag,ATG4B inhibitor,Gli-Sufu antag
C=CCSc1nnc(CNC(=O)c2ccccc2C)n1C(C)C,-1,-3,-1,5,-5,5,1,37
O=C(c1cc(COc2ccc(F)cc2Cl)on1)N1CCSCC1,-15,-3,-3,-4,6,2,8,-60
CCc1ccc(NC(=O)C(C)OC(=O)/C=C/c2cccc([N+](=O)[O-])c2)cc1 (configuration not stated),-6,1,-1,-15,6,-2,4,-1
CC(Oc1ccccc1F)c1nnc(SCC(=O)NCc2ccc3c(c2)OCO3)o1 (configuration not stated),2,2,-2,2,2,6,-37,-1
CCN(CC)C(=O)C1CCCN(Cc2cccc(F)c2)C1 (configuration not stated),1,-11,-4,1,11,1,-15,-1
CC1(C)CC(=O)C(/C=N/c2ncccc2C(=O)O)=C(O)C1,-10,9,0,-7,-1,-8,2,10
O=C(N/N=C/c1ccccc1O)c1cc[n+]([O-])cc1,-4,-8,-4,-12,-11,10,-13,23
CCOC(=O)C1=NNC2C(=O)N(Cc3ccccc3)C(=O)C12 (configuration not stated),0,-5,1,0,6,-1,-1,-6
CCN(CC)C(=O)[C@H]1C[C@H](CC(=O)NCCCn2ccnc2)C(=O)N2CCc3c([nH]c4ccc(Cl)cc34)[C@]12C,-11,-2,.,.,.,17,-2,-1
CN(C)c1ccc(N=Nc2ccccc2Br)cc1,23,20,-4,-134,26,45,4,-85
O=C(O)C(Cc1ccccc1)NC(=O)C(c1ccccc1)c1ccccc1 (configuration not stated),-2,-4,-2,6,5,8,4,14
Clc1ccccc1CSc1snnc1-c1ccccc1,-9,2,-4,-6,8,-6,4,-28
CCOc1ccccc1/C=C/c1onc(C)c1S(=O)(=O)N1CCC(C(=O)NC)CC1,0,-1,-3,4,-40,6,-5,6
CC1(c2ccc(Cl)cc2)NC(=O)N(CC(=O)NCCC2=CCCCC2)C1=O (configuration not stated),5,0,1,10,-12,3,-2,.
CC1CCN(C(=O)COC(=O)c2n[nH]c3ccccc23)CC1,2,1,-3,2,9,-33,-2,11
O=C(c1ccc2c(c1)N(Cc1ccccc1F)C(=O)c1ccccc1S2(=O)=O)N1CCCC1,-6,5,16,-4,-16,17,-7,3

# Structural class: the compounds so far with a COOH group
SMILES,EBI2 block,CXCR6 block,APJ ag,UBC13 polyUb,APJ antag,CCR6 antag,ATG4B inhibitor,Gli-Sufu antag
CC1(C)CC(=O)C(/C=N/c2ncccc2C(=O)O)=C(O)C1,-10,9,0,-7,-1,-8,2,10
O=C(O)C(Cc1ccccc1)NC(=O)C(c1ccccc1)c1ccccc1 (configuration not stated),-2,-4,-2,6,5,8,4,14

# Other results follow:
SMILES,EBI2 block,CXCR6 block,APJ ag,UBC13 polyUb,APJ antag,CCR6 antag,ATG4B inhibitor,Gli-Sufu antag
COc1ccc2nc(N3CCOCC3)cc(C)c2c1,2,-8,-3,14,11,3,-15,-70
Cc1cccc2cc3c(N)c(C(=O)N4CCc5ccccc54)sc3nc12,1,2,-10,-5,40,29,1,-10
Cc1cc(=O)oc2cc(OCC(=O)N3CCN(C(=O)C4COc5ccccc5O4)CC3)c(Cl)cc12 (configuration not stated),22,1,-3,11,2,0,0,9
COc1ccc(-n2c(Cc3cccn3C)nnc2SCC(N)=O)cc1,-8,-10,-1,2,9,10,-3,7
CCN(CC(=O)Nc1c(F)cccc1F)C(=O)COc1ccc2c(C)cc(=O)oc2c1,9,5,0,0,12,3,-2,-24
COC(=O)/C=c1/s/c(=C(/C#N)C(=O)N2CCOCC2)n(-c2ccccc2)c1=O,2,3,5,-22,1,-5,0,0
CC(=O)OCC1=C(C(=O)O)N2C(=O)C(NC(=O)CCn3nc(C)c(Cl)c3C)C2SC1 (configuration not stated),-1,-4,-3,1,3,1,-1,-6
Cc1ccc(C)c(NC(=O)COC(=O)c2ccc3c(c2)OCCO3)c1,-11,-1,6,0,2,4,7,4
N#CCSc1nnc(-c2sc3ccccc3c2Cl)o1,-6,-9,-1,-2,-9,1,-5,-11
COc1ccccc1N(CC(=O)NCCc1ccccc1)C(=O)CCC(=O)Nc1nccs1,3,-2,0,-2,9,17,-1,34
CN1CCN(NC(=O)c2cccc(S(=O)(=O)N3CCCCCC3)c2)CC1,-2,-4,-6,-4,-24,-3,-10,5
O=C1C(N2CCOCC2)=C(n2nnc3ccccc32)C(=O)c2ccccc21,3,17,6,-176,1,16,-5,-13
COCCOC(=O)C1=C(C)N=C2SCCC(=O)N2C1c1ccc(OC(=O)c2ccco2)cc1 (configuration not stated),8,2,-3,-12,-8,-2,-16,-4
Cc1ccc(S[C@@H](CCN2CC[C@H](NC(=O)OCc3ccccc3)CCC2=O)c2ccccc2)cc1,37,13,-6,10,14,13,-7,11
CC1CCCCN1Cc1c(O)ccc2c(=O)c(-c3ccc(Br)cc3)coc12 (configuration not stated),5,5,-2,14,2,12,-1,4
Cc1cccc(C)c1N1CCN(c2nc(N(C)C)oc(=O)c2C#N)CC1,3,-13,1,10,-2,2,-8,0
Cc1cc(C)nc(Sc2c(C)nn(-c3ccccc3)c2C)n1,-13,-2,5,2,2,-2,5,-7
Cc1onc(-c2ccccc2)c1C(=O)N1CCN(c2ncccc2C(F)(F)F)CC1,1,10,5,3,-16,7,-4,11
Cc1ccc(/C=C\c2nccc3c2[nH]c2ccccc23)cc1,74*,-13,-3,2,-7,-19,-7,-33
C=CCNC(=O)c1ccc(S(=O)(=O)CC)c(Cl)c1Cl,5,5,-3,4,-6,-1,-2,13
CCOC(=O)C1CCN(C(=O)COc2cccc3ccccc23)CC1,7,-8,0,3,11,4,-2,-14
Cc1ccc(NC(=O)c2cnc(SCC(=O)c3ccccc3)n(C)c2=O)cc1,-5,6,-7,?,11,22,5,-4
O=C(CNC(=O)c1cccc(F)c1)N/N=C/c1cccs1,3,1,-3,-3,-12,8,-2,3
CN(C)c1ccc(C(=O)NCC(c2cccs2)N2CCOCC2)cc1[N+](=O)[O-] (configuration not stated),2,-1,-4,-9,16,6,-5,2
Cc1ccc(S(=O)(=O)N2CCCC(C(=O)NCc3ccco3)C2)cc1Cl (configuration not stated),-4,6,-1,-6,6,5,-6,3
C=CCc1c(C)c(C#N)c2nc3ccccc3n2c1NCCN(C)C,-2,5,-4,-4,-4,-4,-3,0
COc1ccccc1-n1c(-c2ccccc2)c[n+]2c1CCc1ccccc1-2,-7&2,-1&-3,-2&-5,4&21,-4&-9,9&8,1&6,81*
C=CCn1c(=NC(=O)c2ccco2)sc2cc(C(=O)OCC)ccc21,11,4,-2,5,1,10,-3,-6
CCN(C(=O)c1ccc(S(=O)(=O)N(C)C)cc1)C(C)C(=O)Nc1ccc(C)cc1 (configuration not stated),-5,0,-1,-5,-10,20,6,-17
COC(=O)c1cccc(-n2[nH]nnc2=S)c1,7,-4,1,1,-3,1,-4,0
CS(=O)(=O)N(CCc1ccccc1)CC(=O)Nc1ccc2c(c1)OCO2,1,3,2,-5,15,-8,-4,1
COc1ccc(-n2cnc3sc(-c4ccccc4)cc3c2=O)cc1,13,6,-4,1,23,6,-4,-85
COc1ccc(N2CCN(C(=O)CN(c3ccc(Br)cc3)S(C)(=O)=O)CC2)cc1,2,1,2,0,-2,0,5,15
O=C(N/N=C/c1ccc2c(c1)OCO2)c1sc2cccc(Cl)c2c1Cl,-1,-6,0,3,7,6,-1,-1
Cc1cc(NC(=O)CSc2nnc(-c3cccnc3)n2N)no1,-2,-3,-1,-3,10,-12,-11,5
CCOC(=O)C1CCCN(S(=O)(=O)c2ccc(C)cc2)C1 (configuration not stated),-5,0,6,-2,-4,-7,16,4
Cc1cc2nc(-c3ccncc3)cc(C(F)(F)F)n2n1,-11,4,-5,9,16,-3,-6,-11
COc1ccc(N2C(=O)C(CC(N)=O)N(NC(=O)c3cccc(OC)c3)C2=S)cc1 (configuration not stated),1,-5,-4,2,4,-6,-9,-2
COc1ccc(S(=O)(=O)N2CCC(C(=O)NCc3ccccn3)CC2)cc1Cl,-2,-2,0,-1,3,15,-16,4
COc1cc(C2Nc3cccc4cccc(c34)N2)cc(OC)c1OC(C)=O,-13,12,-2,-57,-22,16,-6,0
O=C(CSc1nc2c(sc3ccccc32)c(=O)n1-c1ccccc1)NCc1ccco1,9,1,-1,12,4,18,-10,3
COc1ccc(OCCCC(=O)OCC(=O)NNC(=O)c2ccc([N+](=O)[O-])cc2)cc1,-12,-23,11,1,-2,-2,-9,-7
Cc1cc([N+](=O)[O-])ccc1NC(=O)CSc1nncn1-c1ccccn1,-7,-4,-1,3,15,4,-5,-11
CCOC(=O)c1nn(C)c(=S)n(C)c1=O,1,1,.,.,.,9,2,-23
O=C1CCCN1CC1CCCN(Cc2nc(COc3ccccc3)no2)C1 (configuration not stated),2,-5,1,-3,10,7,-4,-8
Oc1ccc(/C=N/Nc2ccccc2)cc1,-4,1,-3,-8,-5,1,-4,7
O=c1c2ccccc2[nH]c(=S)n1Cc1cccnc1,-5,1,4,19,18,2,2,0
NC(=O)c1ccc(NC(=O)COc2ccc([N+](=O)[O-])cc2Cl)cc1,-2,5,-3,1,-2,9,-5,-34
O=C(COC(=O)c1ccc(S(=O)(=O)N2CCc3ccccc3C2)cc1)NC1CCS(=O)(=O)C1 (configuration not stated),-8,-2,-1,1,9,5,-3,-4
CC(OC(=O)Cn1[nH]c(=O)c2ccccc2c1=O)C(=O)Nc1ccc(F)cc1 (configuration not stated),-9,4,-1,4,28,3,-7,-5
O=C(CCCCCNC(=S)Nc1ccccc1)C[N+](=O)[O-],-1,-3,-2,8,7,0,5,-10
CCN(CC)c1ccc(NC(=O)CSc2nnc3nc(C)cc(C)n23)cc1,-7,-1,3,-4,0,-18,-7,-7
CCOC(=O)CNc1nc(Cl)nc(Nc2ccc(C)cc2)n1,-1,-7,-5,-5,1,10,-4,-12
CCOC(=O)CSc1nc2sc(C(=O)O)c(C)c2c(=O)[nH]1,2,-2,-3,5,18,1,-6,4
CC(C)=CCC[C@](C)(O[C@@H]1O[C@H](CO[C@@H]2OC[C@H](O[C@@H]3OC[C@@H](O)[C@H](O)[C@H]3O)[C@H](O)[C@H]2O)[C@@H](O)[C@H](O)[C@H]1O)C1CC[C@]2(C)C1[C@H](O)CC1[C@@]3(C)CC[C@H](O)C(C)(C)C3[C@@H](O)C[C@]12C (some centres not stated),0,1,0,16,18,-2,-6,-5
COc1cc(S(=O)(=O)N2CCN(C(=O)c3ccco3)CC2)c(OC)cc1C,-13,8,-1,4,11,4,-3,-3

# Later entries
SMILES,EBI2 block,CXCR6 block,APJ ag,UBC13 polyUb,APJ antag,CCR6 antag,ATG4B inhibitor,Gli-Sufu antag
CCC(CC)C(=O)Nc1nnc(S(=O)(=O)N2CCCc3ccccc32)s1,4,-2,-3,-11,-80,1,3,-47
O=C(N/N=C/c1ccc(OC(=O)c2ccccc2Cl)cc1)c1ccccn1,-64,-6,2,-4,-9,16,0,-56
O=C(O)CN1C(=O)C2C3CC(C2C1=O)C1C(c2ccccc2)c2sc(=O)[nH]c2SC31 (configuration not stated),4,3,-2,0,5,-2,1,-1
O=C(Cc1ccccc1)Nc1ccc(NC(=O)c2cccs2)cc1Cl,6,2,3,7,-9,14,-1,-7

# Screening data (PubChem)
